Screening data (PubChem BioAssay)
DDE Tn7 FP inh: inhibitors of Tn7 peptide binding to fibrin DD(E), primary screen, biochemical, fluorescence polarization, human fibrin, Tn7 probe | Fibrinogen beta chain (Homo sapiens), P02675 | FP displacement of FITC-Tn7 peptide from fibrin DD(E); 0% = median of compound wells per plate | inhibition, % at 8.3 µM | hit rate 0.13% among 370,000 | AID 720508, 2013;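 active = inhibition above the mean of compounds falling within the control limits plus 3 SD of them, cut at about 14% in these data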;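 also: 0% = plate median of compound wells and 100% = 10 µM Aha-Tn7 peptide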
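System: human fibrin DD(E); quantity: Fibrin-DD(E) at 2 µM final; also added: fluorescent Tn7 probe at 0.1 µM; compound dosing: single nominal test concentration of 8.3 µM per compound; schedule: 10 min preincubation, 3 h with tracer, room temperature; detection: fluorescence polarization of the labelled Tn7 tracer; repeats: one replicate per compound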
LEDGF integ inh: blockers of LEDGF/p75-dependent integrase strand transfer – biochemical, TR-FRET, high throughput, primary screen. TR-FRET IN-LEDGF/p75 DNA integration, Eu/Cy5. inhibition, % at 3.7 µM. hit rate 0.64% among 370,000;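 active = inhibition above the screen-wide mean plus 3 SD, cut at about 13% in these data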;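 also: signal is the Cy5 over europium emission ratio at 671 and 618 nm; 0% = plate median of compound wells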
ASAP1 GAP inh: inhibitors of human ASAP1 ArfGAP activity, primary screen, biochemical, fluorescence polarization | ASAP1-stimulated ARF1 GTP hydrolysis, GDP FP detection | hit rate 0.19% among 360,000 | inhibition, % at 16.5 µM | AID 624377, 2012; in the data active = inhibition above about 25%;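 also: 0% = vehicle with enzyme and substrate and 100% = no enzyme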
ADAM17 inh: ADAM17 inhibitors, primary screen, biochemical, QFRET; hit rate 0.83% among 370,000; recombinant ADAM17, EDANS/DABCYL FRET peptide cleavage; inhibition, % at 6.95 µM; Disintegrin and metalloproteinase domain-containing protein 17 (Homo sapiens), P78536;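 active = inhibition above the mean of compounds lying between control limits plus 3 SD, set per campaign, cut at about 8.5% in these data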;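 also: 0% = DMSO-only wells as the low control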
ADAM10 inh: human ADAM10 inhibitors, primary screen, biochemical, QFRET, HTS; recombinant ADAM10, EDANS/DABCYL FRET peptide cleavage, 3 h; Disintegrin and metalloproteinase domain-containing protein 10 (Homo sapiens), O14672; inhibition, % at 7 µM; hit rate 0.62% among 370,000;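 active = inhibition above a per-campaign cutoff equal to the mean of compounds falling between control-based bounds plus 3 SD, cut at about 20% in these data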;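 also: 0% = DMSO wells while the 100% control is not disclosed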
Target sequence (O14672 214-748 limits assumed): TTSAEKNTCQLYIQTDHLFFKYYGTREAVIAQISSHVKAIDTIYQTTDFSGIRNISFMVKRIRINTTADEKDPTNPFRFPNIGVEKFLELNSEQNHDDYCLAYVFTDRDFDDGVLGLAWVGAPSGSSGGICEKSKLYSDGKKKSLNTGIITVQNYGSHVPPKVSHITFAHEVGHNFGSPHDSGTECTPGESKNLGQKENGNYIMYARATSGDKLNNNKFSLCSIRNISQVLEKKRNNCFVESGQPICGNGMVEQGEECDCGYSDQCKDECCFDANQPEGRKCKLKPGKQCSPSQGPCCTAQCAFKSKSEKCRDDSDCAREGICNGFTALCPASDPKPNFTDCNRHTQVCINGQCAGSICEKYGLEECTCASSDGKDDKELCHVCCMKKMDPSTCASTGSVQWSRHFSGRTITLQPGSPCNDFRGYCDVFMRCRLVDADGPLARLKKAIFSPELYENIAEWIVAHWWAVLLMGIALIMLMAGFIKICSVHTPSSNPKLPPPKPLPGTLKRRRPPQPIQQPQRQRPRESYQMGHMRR
TDP2 absorb: human TDP2 enzyme inhibitors, primary screen, biochemical, epi absorbance, recombinant enzyme | Tyrosyl-DNA phosphodiesterase 2 (Homo sapiens), O95551 | T5PNP hydrolysis, p-nitrophenol absorbance 415 nm | inhibition, % at 12.8 µM | hit rate 0.34% among 370,000 | AID 720702, 2013;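 active = inhibition above the mean of all tested compounds plus 3 SD, set per campaign, cut at about 25% in these data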;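 also: 0% = DMSO with enzyme and 100% = buffer with substrate but no TDP2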
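System: recombinant human TDP2 / Amount: 120 nM TDP2 per well / Also added: 5 mM T5PNP chromogenic substrate / Doses: 12.8 µM single point, 1% DMSO / Incubation: 2 h at 37 °C / Detection: p-Nitrophenol epi absorbance / Evaluation: % inhibition relative to enzyme-containing and enzyme-free wells / Repeats: singlicate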
KLK7 zymogen act: proKLK7 zymogen activators, primary screen, biochemical, fluorescence intensity; Kallikrein-7 (Homo sapiens), P49862; purified proKLK7, EDANS-DABCYL substrate fluorescence; 100% is mature enzyme control, 0% vehicle; activation, % at 7 µM; hit rate 0.9% among 370,000;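 active = activation above the mean of all tested compounds plus 3 SD, computed per campaign excluding outliers beyond control limits, cut at about 13% in these data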
Target sequence (P49862 whole entry, looked up): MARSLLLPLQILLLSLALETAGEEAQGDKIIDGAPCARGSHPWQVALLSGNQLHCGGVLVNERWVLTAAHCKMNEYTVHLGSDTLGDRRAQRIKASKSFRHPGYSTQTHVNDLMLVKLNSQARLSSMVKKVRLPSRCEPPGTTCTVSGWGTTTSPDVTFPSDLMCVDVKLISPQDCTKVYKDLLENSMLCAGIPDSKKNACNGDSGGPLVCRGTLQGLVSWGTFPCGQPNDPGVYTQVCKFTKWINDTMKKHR
PLCg1 inh: PLC-gamma1 enzyme inhibitors, primary screen, biochemical, fluorescence, purified enzyme. AID 720700, 2013. 1-phosphatidylinositol 4,5-bisphosphate phosphodiesterase gamma-1 (Homo sapiens), P19174. inhibition, % at 12.2 µM. hit rate 0.84% among 370,000. fluorogenic substrate; in the data active = inhibition above about 9.5%
DDE Tn6 FP inh: inhibitors of Tn6 peptide binding to fibrin DD(E), primary screen, biochemical, fluorescence polarization, human fibrin, Tn6 probe. Fibrinogen beta chain (Homo sapiens), P02675. hit rate 0.21% among 370,000. Fibrin DD(E) TRITC-Tn6 fluorescence polarization displacement. inhibition, % at 8.3 µM;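 active = inhibition above a per-campaign cutoff: mean of compounds within control limits plus 3 SD, cut at about 15% in these data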;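 also: 0% = median of all compound wells on the plate and 100% = blocking peptide control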
ARFGAP1 inh: inhibitors of rat ARFGAP1 GAP activity, primary screen, biochemical, fluorescence polarization, GDP tracer | Arfgap1-stimulated ARF1 GTP hydrolysis, GDP FP detection | AID 651572, 2012 | inhibition, % at 16.5 µM | hit rate 0.26% among 360,000;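 active = inhibition above a per-plate limit, mean inhibition of low control wells plus 3 SD, cut at about 25% in these data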;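 also: 0% = DMSO wells with enzyme and 100% = wells lacking Arfgap1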
Target sequence (Q62848 1-136 limits assumed): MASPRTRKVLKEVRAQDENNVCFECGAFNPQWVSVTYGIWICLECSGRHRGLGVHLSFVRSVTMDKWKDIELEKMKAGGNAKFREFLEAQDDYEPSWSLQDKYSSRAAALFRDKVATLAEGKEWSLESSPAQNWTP
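Material: rat Arfgap1 catalytic domain, aa 1-136; also added: human ARF1(Δ1-17)-GTP substrate; compound dosing: one concentration, 16.5 µM, DMSO 1.26%; incubation: GTP hydrolysis reaction 2 h at 25 °C; measured by: Tracer-displacement fluorescence polarization with EDTA stop, 620/688 nm; evaluation: % inhibition from polarization; repeats: one replicate per compound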
* hit, by the source's call; i = inactive; x = not tested or not shown.

SMILES	DDE Tn7 FP inh	LEDGF integ inh	ASAP1 GAP inh	ADAM17 inh	ADAM10 inh	TDP2 absorb	KLK7 zymogen act	PLCg1 inh	DDE Tn6 FP inh	ARFGAP1 inh
CC(C)N(Cc1cnn(C)c1)Cc1nc(-c2ccc(Cl)cc2)no1	3.6	0.8	-2.9	-3.7	1.3	-13.0	-0.1	-0.3	-0.6	3.4
CS(=O)(=O)c1ccc(C(=O)OCC(=O)NNC(=O)COc2ccc(Cl)cc2)cc1	-0.2	-6.1	-1.2	0.8	-8.7	-12.3	0.2	-0.4	2.6	6.3
Cc1cc(NC(=O)CCC(=O)N(c2ccc(F)cc2)C(C(=O)NC2CCCC2)c2ccc(C)o2)no1 (centres undefined)	4.9	2.3	-4.0	2.3	4.5	-7.9	-0.2	-1.2	-3.6	-10.2
COc1cccc(NC2=NCC(=O)N2Cc2cccs2)c1	1.6	2.0	0.6	-4.0	4.5	-3.1	-0.4	-1.5	6.2	10.1
CCCCc1cc(=O)oc2cc(C)cc(OCC(=O)N3CCC(C(=O)O)CC3)c12	3.7	0.4	2.8	-210.5	i	-0.9	17.1*	-302.3	-0.2	1.2
COc1ccccc1CNS(=O)(=O)c1cc2c3c(c1)CCC(=O)N3CCC2	-4.3	4.5	8.2	2.5	1.5	-18.4	1.1	3.7	-1.5	1.3
COc1ccc(CN2CCC(Oc3ccc(C(=O)NCc4ccccn4)cc3)CC2)c(F)c1	-1.8	-2.6	2.1	-5.5	-4.4	-11.3	0.5	-0.9	-1.4	-3.9
Clc1ccc(-c2cn3c(n2)SCC3)cc1	2.5	-2.6	7.8	-4.3	0.2	3.0	-0.2	3.3	0.3	1.2
O=C(c1cc(-c2cccs2)on1)N1CCN(c2ccc(F)cc2)CC1	-6.4	-1.1	12.4	-1.8	4.1	9.3	0.0	-1.8	-0.4	0.5
O=C(Cn1cnc2c(OCc3ccccc3)ncnc21)N[C@H](CO)Cc1cc2ccccc2[nH]1	-2.6	1.4	4.4	-4.5	-17.7	6.0	0.4	1.5	2.5	8.1
O=S(=O)(NCCSc1ccccc1)c1cccs1	3.7	1.5	-4.5	-0.5	14.3	-2.1	-0.6	6.1	6.7	-4.4
Nc1ccc(Cc2ccc(N)c(O)c2)cc1O	-3.6	1.0	9.8	1.1	1.3	11.8	-0.5	-0.3	-6.6	3.2
CCOC(=O)c1cc(OC(C)=O)c2ccc(OC)c(OC)c2c1	-2.8	-5.1	-8.6	-67.9	-256.4	1.8	13.8*	i	-9.3	18.7
CCN(CC)S(=O)(=O)C1CCS(=O)(=O)C1 (centres undefined)	0.2	0.5	0.2	-2.0	6.8	-5.3	0.0	2.4	-2.0	2.1
Cc1cc2nc(-c3cccc(Br)c3)c(CC(C)(C)C)n2c(C)c1Br	-6.6	-0.5	0.5	-0.7	-5.5	9.1	0.1	-0.7	-1.4	8.1
O=C(CSCc1cccc(Cl)c1)Nc1ccccc1-c1ccccc1	1.4	-1.8	13.7	3.0	3.9	-0.4	0.4	-2.7	-0.5	3.5
Cc1nc(C(F)(F)F)ccc1C(=O)Nc1ccccc1F	4.3	-5.8	6.8	-6.1	1.4	-3.4	0.7	-0.9	4.8	16.8
CCC(=O)Nc1ccc(C(=O)CSc2nnc(-c3ccc(NS(C)(=O)=O)cc3)n2C)cc1OC	3.7	-2.8	-1.2	-1.9	-0.5	0.7	0.1	-1.8	4.9	-4.2
CCOc1cc(NC(=S)Nc2cccc(OC)c2)c(OCC)cc1NC(=O)C(C)C	-2.3	0.2	8.6	1.4	11.9	-3.5	0.1	0.5	1.4	2.7
COc1ccc(-c2nc(SC(C)C(=O)c3c(N)n(C)c(=O)n(C)c3=O)n[nH]2)cc1 (centres undefined)	0.7	1.8	11.0	-5.5	5.0	-2.1	0.0	-0.9	1.5	7.4

Brought forward from above: three compounds; new compounds follow.
SMILES	DDE Tn7 FP inh	LEDGF integ inh	ASAP1 GAP inh	ADAM17 inh	ADAM10 inh	TDP2 absorb	KLK7 zymogen act	PLCg1 inh	DDE Tn6 FP inh	ARFGAP1 inh
CCC(=O)Nc1ccc(C(=O)CSc2nnc(-c3ccc(NS(C)(=O)=O)cc3)n2C)cc1OC	3.7	-2.8	-1.2	-1.9	-0.5	0.7	0.1	-1.8	4.9	-4.2
CCOc1cc(NC(=S)Nc2cccc(OC)c2)c(OCC)cc1NC(=O)C(C)C	-2.3	0.2	8.6	1.4	11.9	-3.5	0.1	0.5	1.4	2.7
COc1ccc(-c2nc(SC(C)C(=O)c3c(N)n(C)c(=O)n(C)c3=O)n[nH]2)cc1 (centres undefined)	0.7	1.8	11.0	-5.5	5.0	-2.1	0.0	-0.9	1.5	7.4
Cc1ccc(N(C(C)C(=O)N2CCC(C)CC2)S(C)(=O)=O)cc1C (centres undefined)	2.3	-0.8	-13.1	-0.1	-1.6	0.0	0.0	-0.1	-6.2	5.3
CCOc1ccc(OCC)c(NC(=O)C2CCCN(S(=O)(=O)c3c(C)n[nH]c3C)C2)c1 (centres undefined)	0.6	3.4	14.8	-1.6	12.0	-5.2	-0.4	9.1	-2.6	-5.8
CC(=O)C1=C(O)C(=O)N(Cc2ccccc2)C1c1ccco1 (centres undefined)	10.9	0.3	1.4	0.1	6.0	13.5	0.6	-0.1	11.2	-5.7
CC(C)CNC(=S)N(Cc1ccco1)Cc1cc2cc3c(cc2[nH]c1=O)OCCO3	-6.3	-0.1	6.6	-34.3	-109.2	5.1	-0.4	-22.5	6.4	6.0
C=CCn1cc(CN2CCC(C(=O)Nc3cccc(-c4cccc(Cl)c4)c3)CC2)c(C)n1	-3.6	-0.6	8.0	0.5	-2.3	-8.8	-0.4	2.5	-0.3	-0.6
Cc1ccc(S(=O)(=O)NC(C)(C)C)cc1C(=O)OC(C)C(=O)NC1CC1 (centres undefined)	-8.1	-1.3	10.9	-3.7	-8.6	14.6	0.0	0.6	1.2	1.9
COc1ccc(CC(=O)Nc2cc(S(=O)(=O)N3CCOCC3)ccc2N2CCCC2)cc1OC	-4.8	7.2	12.6	0.8	-6.2	-7.1	1.1	-7.8	5.5	-9.1
COc1ccc(-c2cc3nc(-c4ccccc4)cc(N4CCC(O)CC4)n3n2)cc1	-11.5	0.1	-0.7	-102.1	-339.4	7.6	-10.6	-348.9	0.7	11.2
Nc1[nH]c(C(=O)c2ccccc2)c(-c2ccc3c(c2)OCO3)c1C(=O)NCCc1c[nH]c2ccccc12	5.4	2.5	-8.7	8.2	26.8*	-4.3	0.8	-7.9	-8.2	-1.4
Cc1nc2c(n1O)CCC/C2=N\O	5.3	-0.8	9.6	2.1	4.0	1.9	0.1	1.5	1.3	3.6
Cc1ccc(S(=O)(=O)NCC(=O)N(CC(=O)NCC2CCCO2)c2ccc(Cl)cc2)cc1 (centres undefined)	5.6	0.1	6.9	-0.8	-4.0	-6.4	-0.1	1.0	2.2	-4.8
CC(C)N(Cc1ccccc1)CC(O)COc1ccc(S(=O)(=O)N2CCOCC2)cc1Cl (centres undefined)	4.4	4.7	4.6	2.8	13.1	-3.6	-0.2	2.8	3.0	-3.5
COc1ccc(Cc2nnc(NC(=O)c3ccc(OC)cc3OC)s2)cc1	-6.2	-1.4	-5.0	-0.5	3.5	7.8	0.1	-3.2	-3.4	5.5
O=C(NCCCc1ccccc1)c1cccc(NC(=O)C2CCC2)c1	-1.9	-2.2	2.4	2.6	-0.5	2.0	0.0	2.0	-3.1	-2.1
CC(C)=C(C)c1cc2nc(NCCCN(C)C)n(C)c(=O)c2s1	2.7	-1.6	3.2	-7.7	-12.0	-6.7	1.0	-1.8	-4.9	-6.9
Cc1cnc(C(=O)OC(C)C(=O)Nc2ccc(Cl)cn2)cn1 (centres undefined)	-1.3	-0.9	-8.5	2.2	-3.3	1.3	0.1	-0.3	9.4	9.2
COc1ccc(CCNC(=O)CS(=O)(=O)c2cn(CC(=O)N3CCCC3)c3ccccc23)cc1OC	-7.0	-8.3	-1.8	-1.5	-8.9	-2.8	-0.5	3.4	-1.0	1.9
O=C(CCn1nnc(-c2cccs2)n1)NCc1cccs1	-0.1	-1.8	x	-0.5	-5.0	5.1	0.3	0.8	6.9	x
Cc1ccc2oc(-c3ccccc3C(=O)O)cc(=O)c2c1	6.7	-1.7	5.7	-8.6	-11.9	8.2	0.8	-5.3	0.4	9.6
COc1ccccc1C1SCCN1C(=O)c1ccc([N+](=O)[O-])cc1 (centres undefined)	0.7	4.9	-6.2	0.9	-2.7	-3.4	0.5	4.0	1.8	-3.9
COc1ccc(CNc2nc3nc(C)c(Cl)c(=O)n3[nH]2)cc1	8.5	-1.3	4.1	-4.5	2.4	3.0	0.2	-2.1	2.5	1.4
CS(=O)(=O)N(CC(=O)Nc1ccc(CC#N)cc1)c1ccc(C23CC4CC(CC(C4)C2)C3)cc1	1.3	3.5	-9.9	-3.5	-2.8	1.5	-0.1	2.8	2.6	1.1
Cc1ccc(C)c(CSc2nnc(C)c(=O)[nH]2)c1	1.4	-5.9	8.4	-5.9	-7.2	0.9	0.2	-2.0	-12.2	-3.3
C[C@H](OC(=O)c1[nH]cnc1C(=O)N1CCN(C(=O)OC(C)(C)C)CC1)c1ccccc1	0.3	-0.2	-0.1	-5.5	-7.0	6.8	0.4	-3.5	3.2	-10.3
NC(=O)C1CCCN(C(=O)CCc2nnc(C3(c4ccc(Cl)cc4)CCC3)o2)C1 (centres undefined)	2.5	0.3	-2.2	-3.2	-6.8	-2.6	-0.4	-0.8	-2.2	-4.0
CCOC(=O)C1=C(C)NC(=O)NC1c1ccc(Cl)cc1Cl (centres undefined)	6.2	-0.3	2.8	-2.1	1.1	15.2	-0.3	-0.6	-0.9	-8.3
CCN1CCN(CC(O)COC(c2ccccc2)c2ccccc2)CC1 (centres undefined)	-6.2	1.3	1.4	-1.4	-8.7	5.2	-0.2	1.1	0.1	-2.3
